Bioassay records as filed in PubChem BioAssay.
Runt-CBFb FRET: Runt domain-CBFb interaction inhibition; 220,000 compounds, 0.46% hits; inhibition, % at 20 µM; Cerulean-Runt/Venus-CBFb FRET ratio 530/480, 1 h;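 active = inhibition over about 50% at 20 µM in the single-dose screen, limit read from the data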;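 note: 0% = DMSO wells and 100% = excess unlabeled CBFb competitor control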
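Doses: 20 µM compound in 1% DMSO | Material: Cerulean-labeled Runt domain protein | Amount: Each fluorescent fusion protein 100 nM | Schedule: Two 1 h room-temperature incubations shielded from light | Measured by: FRET fluorescence | Evaluation: Loss of energy transfer signal | Controls: Unlabeled CBFb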
p97 ATPase inh: inhibitors of human p97 ATPase. 220,000 compounds, 0.42% hits. P55072. inhibition, % at 8 µM. recombinant p97 ATPase, Kinase-Glo ATP luminescence, 3 h; in the data active = inhibition above about 15%;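 note: 0% = DMSO vehicle and 100% = wells lacking enzyme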
EBV gp42 inh: blocks Epstein-Barr virus glycoprotein 42 binding; inhibition, % (tested at 21.74 µM); Fluorescence polarization binding assay, mP read-out; AID 1085; Q1HVG2; 220,000 compounds, 0.42% hits; in the data active = inhibition above about 50%
Target sequence (Q1HVG2 whole entry, looked up): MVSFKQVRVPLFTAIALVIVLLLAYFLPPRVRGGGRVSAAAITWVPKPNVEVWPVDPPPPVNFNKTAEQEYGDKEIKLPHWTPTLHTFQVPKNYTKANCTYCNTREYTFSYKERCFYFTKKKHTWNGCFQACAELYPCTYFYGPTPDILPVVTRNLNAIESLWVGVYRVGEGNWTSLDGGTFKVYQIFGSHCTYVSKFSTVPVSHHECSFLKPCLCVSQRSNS
TbHK1 inh: T. brucei hexokinase 1 inhibition | recombinant TbHK1, G6PDH-coupled NADH A340 | inhibition, % at 10 µM | 220,000 compounds, 0.11% hits | AID 1430;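 active = inhibition of 50% or more in the single-dose primary screen; inactive = inhibition below 50%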
Runt-SMMHC FRET: blocks binding of human RUNX1 Runt domain to CBFb-SMMHC. Q01196+Q13951. Cerulean-Runt/Venus-CBFb-SMMHC FRET ratio 530/480, 1 h. inhibition, % at 20 µM. 220,000 compounds, 0.74% hits. AID 1434;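 active = mean inhibition across duplicate retests at 20 µM reaching about 50%, limit read from the data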;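 note: 0% = DMSO wells and 100% = wells with excess untagged CBFb-SMMHC; inhibitors lower the FRET ratio by blocking Runt binding to CBFb-SMMHC; some results filed as inactive read as strong as hits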
NCF1 inh: inhibitors of human p47phox binding; inhibition, % at 24.7 µM; 220,000 compounds, 0.53% hits; P14598; p47phox/p22phox peptide binding, fluorescence polarization, 2 h;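 active = inhibition above about 30%, limit read from the data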;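 note: 0% = p47phox with labelled peptide and 100% = labelled peptide alone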
Furin inh: blocks human furin protease activity; P09958; purified furin, fluorogenic substrate cleavage; inhibition, % at 30 µM; 220,000 compounds, 0.061% hits; in the data active = inhibition above about 25%; note: inactives centre near -15
Calpain2 inh: inhibitors of pig calpain II; 220,000 compounds, 0.37% hits; AID 1236; purified calpain II, fluorogenic peptide substrate, 30 min; inhibition, % at 16 µM;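 active = inhibition above about 50%, limit read from the data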
RBBP9 inhibitor: human RBBP9 hydrolase inhibition | 220,000 compounds, 0.2% hits | recombinant RBBP9, FP-Rh probe fluorescence polarization | inhibition, % at 7.94 µM | O75884;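 active = inhibition above the campaign mean of all tested compounds plus 3 SD, cut at about 14% in these data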;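 note: plate controls were DMSO wells with RBBP9 for no effect and wells lacking RBBP9 protein for full effect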
Target sequence (O75884 whole entry, looked up): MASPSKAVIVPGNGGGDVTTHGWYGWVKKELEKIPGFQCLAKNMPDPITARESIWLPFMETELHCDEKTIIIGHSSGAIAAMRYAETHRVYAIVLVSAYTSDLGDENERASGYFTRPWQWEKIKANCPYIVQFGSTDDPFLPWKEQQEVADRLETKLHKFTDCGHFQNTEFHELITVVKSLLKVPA
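system = RBBP9 protein | input = RBBP9 at 2.5 µM in dispensed solution, before mixing | measured by = fluorescence polarization (mP), excitation 525 nm, emission 598 nm | incubation = enzyme-compound preincubation 30 min, then probe labeling 45 min, 25 °C | buffer or medium = Tris-NaCl-Pluronic buffer, pH 8.0 | compound = single dose 7.94 µM | also added = FP-Rh probe, 375 nM dispensing solution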
* marks the source's active call; other numbers are inactive results; i = inactive; [ ] = another dose, or the depositor's remark. Outcome played no part in choosing rows. Share with any hit: about 2.7%.

SMILES | Runt-CBFb FRET | p97 ATPase inh | EBV gp42 inh | TbHK1 inh | Runt-SMMHC FRET | NCF1 inh | Furin inh | Calpain2 inh | RBBP9 inhibitor
CN(C)C(=O)COc1ccc2cc(-c3ccccc3)c(=O)oc2c1 | 1 | -2 | -3 | -39 | 0 | -7 | -17[20 µM] | i | 10
CC1=C(C(=O)N2CCOCC2)C(c2cc(C)ccc2C)NC(=S)N1 (centres undefined) | 0 | 1 | 6 | 17 | -2 | -3 | 1 | 8 | -4
O=C(NC1CC2CCCC(C1)N2C(=S)NCCc1ccccc1)C1CC1 (centres undefined) | -2 | 4 | -25 | 0 | 0 | 0 | -27 | 1 | -1
COc1ccccc1NC(=O)Cn1cc(C#N)c2ccccc21 | 2 | 2 | 0 | 0 | 0 | -14 | -23[20 µM] | 11 | 12
Cc1ccc(-c2ccc(=O)n(CC(=O)NCCCN3CCCCC3C)n2)cc1 (centres undefined) | 2 | 5 | -3 | -2 | 1 | -16 | -23[20 µM] | 4 | 2
Cc1noc(C(=O)N2CC3(C)CC2CC(C)(C)C3)c1Cl (centres undefined) | 0 | -4 | -2 | 0 | 0 | -6 | -19 | 12 | 1
CCCC/C(O)=C1\C(=O)CC(C)(C)CC1=Nc1ccc(N)cc1 | -2 | 2 | -16 | -11 | 0 | -10 | -22 | -2 | -6
CC(C)(C)NC(=O)c1nc2ccccc2s1 | -2 | 7 | 5 | 0 | -8 | -16 | -19[20 µM] | 9 | -5
Nc1nc(SCC(=O)N2CCCC2)[nH]c(=O)c1NC(=O)c1cccs1 | 0 | -1 | 0 | 1 | -3 | -67 | -20 | -21 | -1
COCCCn1c(C)nnc1SCC(=O)NCc1ccco1 | 0 | -3 | -13 | 2 | -1 | -8 | -33[20 µM] | -10 | -4
Cc1cccc(NCCNc2cccc(C)c2)c1 | -1 | -2 | 5 | 3 | 0 | -10 | -7[20 µM] | -8 | -4
CCC(=O)Nc1nc2nc(-c3ccccc3)cc(=O)n2[nH]1 | 6 | 7 | -13 | -9 | 2 | -11 | -17 | -16 | 2
CS(=O)(=O)N(CC(=O)Nc1ccccc1C(=O)N1CCOCC1)c1ccc2c(c1)OCO2 | 0 | -2 | -18 | -4 | -5 | -10 | -18[20 µM] | -3 | -7
COc1ccccc1N(CC(=O)NCC1CCCO1)C(=O)CNS(=O)(=O)c1ccc(Cl)cc1 (centres undefined) | 0 | -4 | -10 | -12 | 1 | -2 | -21 | -29 | -9
CCc1cccc(OCCn2ccnc2)c1 | 0 | 1 | -7 | 16 | -6 | -13 | -4 | -8 | 1

4 entries from above, arranged by their value in RBBP9 inhibitor, high to low:
SMILES | Runt-CBFb FRET | p97 ATPase inh | EBV gp42 inh | TbHK1 inh | Runt-SMMHC FRET | NCF1 inh | Furin inh | Calpain2 inh | RBBP9 inhibitor
COc1ccccc1NC(=O)Cn1cc(C#N)c2ccccc21 | 2 | 2 | 0 | 0 | 0 | -14 | -23[20 µM] | 11 | 12
CN(C)C(=O)COc1ccc2cc(-c3ccccc3)c(=O)oc2c1 | 1 | -2 | -3 | -39 | 0 | -7 | -17[20 µM] | i | 10
Cc1noc(C(=O)N2CC3(C)CC2CC(C)(C)C3)c1Cl (centres undefined) | 0 | -4 | -2 | 0 | 0 | -6 | -19 | 12 | 1
COCCCn1c(C)nnc1SCC(=O)NCc1ccco1 | 0 | -3 | -13 | 2 | -1 | -8 | -33[20 µM] | -10 | -4

(cont.)
SMILES | Runt-CBFb FRET | p97 ATPase inh | EBV gp42 inh | TbHK1 inh | Runt-SMMHC FRET | NCF1 inh | Furin inh | Calpain2 inh | RBBP9 inhibitor
CC1CCCN(CCCNC(=O)CCn2nc(-c3ccccc3)ccc2=O)C1 (centres undefined) | 0 | 4 | -4 | 0 | -6 | -9 | -12[20 µM] | -5 | -5
O=C(c1cc(COc2ccc3ncccc3c2)on1)N1CCC(O)CC1 | 1 | 3 | 12 | 2 | 1 | 1 | -27 | -31 | -7
Cc1ccccc1C(=O)Nc1nnc(-c2ccc(F)cc2)o1 | 3 | 6 | -4 | 6 | 5 | -11 | -30 | 15 | -1
CN1CCN(CCNC(=O)c2cc3c(=O)n(C)c4ccccc4c3n2C)CC1 | 1 | -1 | -7 | 5 | -1 | 2 | -14 | -34 | 4
Cc1cc(N2C(=O)NC(=O)CC2C)c(C)cc1C(C)C (centres undefined) | -2 | 2 | -13 | -1 | 0 | 3 | -6 | -11 | 0
CCN(CC)S(=O)(=O)c1ccc(N2CCN(c3cccc(OC)c3)CC2)c([N+](=O)[O-])c1 | -2 | 4 | -1 | 2 | 3 | -9 | -16 | 12 | -2
CCCn1c(SCC(=O)Nc2nnc(-c3ccccc3)s2)nnc1-c1ccccn1 | -9 | 0 | 9 | -14 | -4 | -9 | -6[20 µM] | -8 | -2
O=C(NCc1ccccc1Cl)c1ccc(Br)o1 | -1 | 0 | 3 | 2 | -2 | -5 | -21 | -13 | 3
Cc1ccc(-c2nn[nH]n2)cc1Cl | -1 | -3 | -7 | 28 | -2 | 2 | -26 | -16 | -10
O=C1c2ccccc2S(=O)(=O)N1Cc1cc(=O)n2ccsc2n1 | -1 | -1 | -25 | -3 | -2 | 2 | -27 | -24 | -3
Cc1ccc(S(=O)(=O)NCCCN2CCOCC2)cc1C | -4 | 0 | -29 | -2 | 0 | -5 | -27[20 µM] | -14 | -8

Looked up by structure from above (6):
SMILES | Runt-CBFb FRET | p97 ATPase inh | EBV gp42 inh | TbHK1 inh | Runt-SMMHC FRET | NCF1 inh | Furin inh | Calpain2 inh | RBBP9 inhibitor
O=C(c1cc(COc2ccc3ncccc3c2)on1)N1CCC(O)CC1 | 1 | 3 | 12 | 2 | 1 | 1 | -27 | -31 | -7
Cc1ccccc1C(=O)Nc1nnc(-c2ccc(F)cc2)o1 | 3 | 6 | -4 | 6 | 5 | -11 | -30 | 15 | -1
Cc1ccc(-c2nn[nH]n2)cc1Cl | -1 | -3 | -7 | 28 | -2 | 2 | -26 | -16 | -10
Cc1noc(C(=O)N2CC3(C)CC2CC(C)(C)C3)c1Cl (centres undefined) | 0 | -4 | -2 | 0 | 0 | -6 | -19 | 12 | 1
CC1=C(C(=O)N2CCOCC2)C(c2cc(C)ccc2C)NC(=S)N1 (centres undefined) | 0 | 1 | 6 | 17 | -2 | -3 | 1 | 8 | -4
CN1CCN(CCNC(=O)c2cc3c(=O)n(C)c4ccccc4c3n2C)CC1 | 1 | -1 | -7 | 5 | -1 | 2 | -14 | -34 | 4
